# ABHD4 inh: ABHD4 (mouse) inhibition, primary FP screen | inhibition, % at 8.92 µM | Q8VD66 | hit rate 0.54% among 370,000 | purified mABHD4, FP-Rh probe fluorescence polarization;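 active = inhibition exceeding the mean over every tested compound plus 3 SD, cut at about 30% in these data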;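 also: 0% = plate median of compound wells and 100% = S159A mutant with DMSO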
# Target sequence (Q8VD66 whole entry, looked up): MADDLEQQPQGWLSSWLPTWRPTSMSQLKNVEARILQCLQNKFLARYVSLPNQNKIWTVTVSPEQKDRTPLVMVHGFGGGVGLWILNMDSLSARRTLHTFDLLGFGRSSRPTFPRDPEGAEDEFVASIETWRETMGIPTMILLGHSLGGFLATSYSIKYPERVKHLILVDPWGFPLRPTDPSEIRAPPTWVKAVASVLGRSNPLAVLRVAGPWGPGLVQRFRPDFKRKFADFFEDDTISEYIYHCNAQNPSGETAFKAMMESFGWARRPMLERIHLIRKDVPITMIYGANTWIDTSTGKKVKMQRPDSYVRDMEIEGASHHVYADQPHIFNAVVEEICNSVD
#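 Test system: mABHD4 protein; Read-out basis: % inhibition; Incubation: 45 min + 60 min at 25 °C; Repeats: single replicate; Technique: fluorescence polarization with parallel and perpendicular emission, 525/598 nm; Compound: 8.92 µM, single dose; Benchmarks: full inhibition S159A mutant plus DMSO, zero as sample-well median.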
# SIAE inh: human SIAE inhibition, primary screen; SIAE FP-Rh probe binding, fluorescence polarization; Q9HAT2; inhibition, % at 9.66 µM; AID 1053197; hit rate 0.69% among 370,000;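 active = inhibition above a cutoff: mean of compounds within the control limits plus 3 SD of those, cut at about 17% in these data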;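 also: 0% = plate median of compound wells and 100% = probe without SIAE protein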
# DDE Tn7 FP inh: DD(E)-Tn7 binding inhibition, primary FP screen | FP displacement of FITC-Tn7 peptide from fibrin DD(E); 0% = median of compound wells per plate | inhibition, % at 8.3 µM | hit rate 0.13% among 370,000 | AID 720508;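 active = inhibition above the mean of compounds falling within the control limits plus 3 SD of them, cut at about 14% in these data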;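 also: 0% = plate median of compound wells and 100% = 10 µM Aha-Tn7 peptide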
# Target sequence (P02675 whole entry, looked up): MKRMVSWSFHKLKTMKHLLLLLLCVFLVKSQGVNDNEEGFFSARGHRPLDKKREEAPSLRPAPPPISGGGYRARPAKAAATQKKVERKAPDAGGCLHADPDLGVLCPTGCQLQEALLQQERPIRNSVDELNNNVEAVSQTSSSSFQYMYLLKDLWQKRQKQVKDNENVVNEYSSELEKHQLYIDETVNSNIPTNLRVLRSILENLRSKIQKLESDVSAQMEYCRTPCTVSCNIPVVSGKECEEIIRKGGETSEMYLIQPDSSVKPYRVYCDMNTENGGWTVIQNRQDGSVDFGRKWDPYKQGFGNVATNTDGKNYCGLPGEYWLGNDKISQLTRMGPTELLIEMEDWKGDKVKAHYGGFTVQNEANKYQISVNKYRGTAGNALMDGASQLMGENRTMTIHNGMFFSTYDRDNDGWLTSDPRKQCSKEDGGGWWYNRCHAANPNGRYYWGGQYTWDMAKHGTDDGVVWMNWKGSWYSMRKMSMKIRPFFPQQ
#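 system = human fibrin DD(E) protein | quantity = DD(E) 2 µM final | medium = Tris/NaCl/CaCl2 buffer, pH 7.8 | also added = labelled Tn7 tracer, 0.1 µM | compound dosing = single point at 8.3 µM | timing = compound with protein 10 min, then 3 h after probe, room temperature | signal = FP measurement | benchmarks = Aha-Tn7 high control | repeats = one replicate per compound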
# HTRA1 inh: blocks human HTRA1 serine peptidase; inhibition, % at 5.96 µM; Q92743; hit rate 0.5% among 340,000; recombinant HTRA1, FP-rhodamine activity-based probe, fluorescence polarization; in the data active = inhibition above about 36%;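 also: 0% = enzyme with DMSO and 100% = wells lacking enzyme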
# TCR-CD3 inh: inhibitors of human TCR-CD3 interaction; TAMRA-labeled TCR probe fluorescence, biochemical; inhibition, % at 9.4 µM; hit rate 0.37% among 360,000; AID 651800; in the data active = inhibition above about 19%;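 also: recombinant mutant TCR 2C K166C tagged with TAMRA read by polarization; 0% = receptor in buffer alone and 100% = receptor with positive control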
# PRMT1 inh: PRMT1 (human) inhibition, primary screen; hit rate 1.3% among 370,000; recombinant PRMT1, activity-based probe fluorescence polarization; Q99873; inhibition, % at 2.79 µM;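 active = inhibition above about 21% made by adding two undisclosed values, limit read from the data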
# TDP2 absorb: TDP2 (human) inhibition, absorbance primary screen | inhibition, % at 12.8 µM | O95551 | recombinant TDP2, T5PNP hydrolysis, p-nitrophenol absorbance 415 nm | hit rate 0.34% among 370,000 | AID 720702;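 active = inhibition above the mean of all tested compounds plus 3 SD, set per campaign, cut at about 25% in these data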;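 also: 0% = DMSO with enzyme and 100% = buffer with substrate but no TDP2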
#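 Test system: Human TDP2 enzyme | Reagent: 5 mM T5PNP | Compound dosing: 12.8 µM single point, 1% DMSO | Incubation: Enzyme reaction with compound for 2 h at 37 °C | Technique: p-Nitrophenol epi absorbance | Read-out: % inhibition relative to enzyme-containing and enzyme-free wells | Benchmarks: High control without enzyme, low control DMSO plus TDP2 | Replicates: Singlicate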
# PG9 binder: PG9 antibody binding by small molecule | AID 624416 | inhibition, % at 6.7 µM | TR-FRET gp120-PG9 antibody binding | hit rate 0.43% among 360,000; in the data active = inhibition above about 8.5%
# LEDGF integ inh: blocks HIV-1 LEDGF/p75-dependent DNA integration. TR-FRET IN-LEDGF/p75 DNA integration, Eu/Cy5. inhibition, % at 3.7 µM. hit rate 0.64% among 370,000;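 active = inhibition above the screen-wide mean plus 3 SD, cut at about 13% in these data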;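 also: signal is the Cy5 over europium emission ratio at 671 and 618 nm; 0% = plate median of compound wells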
# UHRF1 binding: blocks human UHRF1 binding to methylated DNA. Q96T88. UHRF1 binding to methylated oligo, TR-FRET. inhibition, % at 4.4 µM. hit rate 0.75% among 370,000. AID 687016; in the data active = inhibition above about 21%;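 also: UHRF1 SRA domain binding a hemimethylated CpG hairpin DNA probe; 0% = median of test compound wells and 100% = reference inhibitor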
# * marks the source's active call; other numbers are inactive results; x = no result given.
structure	PRMT1 inh	HTRA1 inh	TCR-CD3 inh	TDP2 absorb	SIAE inh	LEDGF integ inh	ABHD4 inh	DDE Tn7 FP inh	UHRF1 binding	PG9 binder
Cc1cccc(S(=O)(=O)N2CCC(CO)(Cc3ccccc3)CC2)c1	-3.7	-13.4	1.2	2.8	0.3	1.4	-1.0	3.1	-1.4	0.3
CCOC(=O)CSc1cc(CSc2ccccc2)nc(-c2ccccc2)n1	-1.2	-27.0	4.4	-9.8	0.4	1.6	-2.0	-1.8	-2.0	1.5
CCc1ccc(C(=O)CSc2nnc(C)c(=O)[nH]2)cc1	2.5	-1.7	0.7	6.2	0.8	0.1	-1.0	-3.4	-0.7	-0.9
CCC(OC(=O)c1ccco1)C(=O)NCc1ccco1 (centres undefined)	-1.8	0.9	-1.1	3.7	6.6	0.1	-1.4	-4.7	-0.2	-1.0
Cc1nn(Cc2ccccc2)c(C)c1/C=N/NC(=O)c1cccnc1	-0.8	-2.0	-0.5	8.4	-2.1	0.8	5.5	-3.9	-1.1	-0.2
COc1ccc(-c2cc(=O)oc3cc(OCC(=O)NCCCn4ccnc4)ccc23)cc1	-4.3	-5.2	6.4	-2.6	-0.9	-2.1	2.7	2.3	-0.8	-1.8
COc1ccc(NC(=O)Cn2nnc(C(=O)NCCc3ccccc3)c2N)cc1	1.8	-8.4	-5.0	10.1	-4.7	-0.2	0.5	1.0	2.7	-1.6
CC(C)NC(=O)NC(=O)CSc1nncs1	-1.2	-0.6	-5.7	9.7	8.9	-1.0	1.5	3.9	-2.3	0.8
COc1ccccc1N1CCN(C2CCCN(C(=O)CCc3cnccn3)C2)CC1 (centres undefined)	-2.2	7.5	-1.0	2.2	13.7	1.4	2.2	1.5	-3.4	-1.2
CCCn1c(OC)nc2c1c(=O)n(C)c(=O)n2C	-0.4	5.0	-0.7	-3.5	0.5	-1.4	-5.1	1.9	0.1	-1.3
CC(C)(O)CN(C(=O)C(c1ccccc1)c1ccccc1)C1CCCCC1	-4.6	-10.0	-1.8	-5.6	1.9	1.2	-8.4	1.6	-1.6	0.1
Cc1cc(NS(=O)(=O)c2ccc3c(c2)OCCO3)no1	3.5	5.2	-7.4	-0.3	2.7	-2.3	-6.0	-1.5	1.1	0.5

# Rewritten with the structure last: entries from further up
PRMT1 inh	HTRA1 inh	TCR-CD3 inh	TDP2 absorb	SIAE inh	LEDGF integ inh	ABHD4 inh	DDE Tn7 FP inh	UHRF1 binding	PG9 binder	compound
-1.2	-27.0	4.4	-9.8	0.4	1.6	-2.0	-1.8	-2.0	1.5	CCOC(=O)CSc1cc(CSc2ccccc2)nc(-c2ccccc2)n1
2.5	-1.7	0.7	6.2	0.8	0.1	-1.0	-3.4	-0.7	-0.9	CCc1ccc(C(=O)CSc2nnc(C)c(=O)[nH]2)cc1
-1.8	0.9	-1.1	3.7	6.6	0.1	-1.4	-4.7	-0.2	-1.0	CCC(OC(=O)c1ccco1)C(=O)NCc1ccco1 (centres undefined)
-0.8	-2.0	-0.5	8.4	-2.1	0.8	5.5	-3.9	-1.1	-0.2	Cc1nn(Cc2ccccc2)c(C)c1/C=N/NC(=O)c1cccnc1
-4.3	-5.2	6.4	-2.6	-0.9	-2.1	2.7	2.3	-0.8	-1.8	COc1ccc(-c2cc(=O)oc3cc(OCC(=O)NCCCn4ccnc4)ccc23)cc1
1.8	-8.4	-5.0	10.1	-4.7	-0.2	0.5	1.0	2.7	-1.6	COc1ccc(NC(=O)Cn2nnc(C(=O)NCCc3ccccc3)c2N)cc1
-1.2	-0.6	-5.7	9.7	8.9	-1.0	1.5	3.9	-2.3	0.8	CC(C)NC(=O)NC(=O)CSc1nncs1
-2.2	7.5	-1.0	2.2	13.7	1.4	2.2	1.5	-3.4	-1.2	COc1ccccc1N1CCN(C2CCCN(C(=O)CCc3cnccn3)C2)CC1 (centres undefined)
-0.4	5.0	-0.7	-3.5	0.5	-1.4	-5.1	1.9	0.1	-1.3	CCCn1c(OC)nc2c1c(=O)n(C)c(=O)n2C
-4.6	-10.0	-1.8	-5.6	1.9	1.2	-8.4	1.6	-1.6	0.1	CC(C)(O)CN(C(=O)C(c1ccccc1)c1ccccc1)C1CCCCC1
3.5	5.2	-7.4	-0.3	2.7	-2.3	-6.0	-1.5	1.1	0.5	Cc1cc(NS(=O)(=O)c2ccc3c(c2)OCCO3)no1

# The results go on:
structure	PRMT1 inh	HTRA1 inh	TCR-CD3 inh	TDP2 absorb	SIAE inh	LEDGF integ inh	ABHD4 inh	DDE Tn7 FP inh	UHRF1 binding	PG9 binder
O=C(COc1ccccc1-c1ccccc1)N/N=C/c1ccncc1	3.5	-21.7	-4.7	-8.3	-2.9	0.1	-14.7	0.0	3.0	-0.1
Cc1cc(-n2c(=O)c(C#N)cc3c(=O)n4cccc(C)c4nc32)no1	-0.3	5.2	4.3	-1.8	-3.3	-0.1	3.7	8.6	-2.4	2.7
CCOC(=O)n1c(SCC(N)=O)nc2ccccc21	0.1	-3.9	-5.1	4.5	0.7	0.0	-0.7	4.4	2.5	-1.0
Cc1cc(C)n2nc(-c3ccccc3)c(-c3ccccc3)c2n1	-0.4	2.9	3.0	-20.0	-3.8	-2.5	-7.7	9.4	0.5	0.2
Cc1cc(C)nc(NC(=O)c2cccc(Br)c2)n1	2.8	10.2	-1.1	12.9	-0.4	0.1	1.6	-5.9	-1.2	3.7
Cc1ccc(N2C(=O)C(CC(=O)Nc3cccc(F)c3)N(C3CC3)C2=O)cc1 (centres undefined)	0.8	-2.5	-0.3	-0.5	4.7	-2.8	1.5	-2.5	-0.5	-0.8
Cc1cc(C)c2c(c1)NC(c1cc3c(cc1Br)OCO3)C1CC=CC21 (centres undefined)	-0.3	15.5	2.2	4.0	10.7	1.8	1.0	-4.1	-1.0	-0.4
CCCCC(c1nnnn1Cc1ccco1)N1CCN(C(=O)c2ccco2)CC1 (centres undefined)	-1.1	-0.4	0.2	6.7	5.6	0.5	-0.2	13.5	-4.1	0.8
COc1ccc(-c2nnc(SCC(=O)NC3CCCC3)n2C)cc1	1.9	9.7	-3.5	18.0	8.5	1.0	3.2	4.3	-2.0	-1.2
Cc1sc2nc(CSc3nnc(Cc4cccs4)n3C3CCCCC3)[nH]c(=O)c2c1C	1.0	-6.7	10.2	8.6	0.9	-1.0	-1.2	3.9	1.8	0.1
CN(Cc1ccccc1)C(=O)CCC1CCN(C(=O)c2ccccc2C(F)(F)F)CC1	0.4	-3.5	6.6	-0.6	2.8	1.3	13.0	-2.0	0.5	0.4
CCOC(=O)CSc1cc(C)nc2ccc(OC)cc12	1.5	-5.0	-2.7	-2.9	-6.0	-2.9	-9.0	-4.8	7.3	0.0
COc1cccc(NC(=O)c2cnc(NS(=O)(=O)c3ccccc3)nc2)c1	-0.5	-0.4	10.3	-5.2	0.8	-1.8	2.2	-1.1	0.1	-1.6
COCCNC(=O)C1CC(=O)N(c2ccc(OC)cc2)C1c1ccc(OC)cc1 (centres undefined)	-6.2	2.0	1.8	4.5	-0.1	4.7	1.1	4.9	3.5	1.6
CCC1=NN2C(=N)/C(=C\c3ccc(OCCOc4ccc(NC(C)=O)cc4)cc3)C(=O)N=C2S1	3.3	-0.9	-2.1	15.4	3.5	-0.5	4.5	-5.0	1.9	-0.3
Cc1c(NC(=O)/C(C#N)=C\c2cccs2)c(=O)n(-c2ccccc2)n1C	-1.9	5.5	-3.9	1.2	-0.1	0.2	-1.5	-3.4	-1.2	-0.1
COc1cc(C(Nc2ccc(S(=O)(=O)NCC3CCCO3)cc2)C(=O)NC(C)(C)C)cc(OC)c1OC (centres undefined)	-3.4	4.9	10.2	-15.1	0.5	8.9	-6.5	-2.9	-0.1	-0.3
O=C(Cn1cccc1)N1CCN(C(c2ccccc2)c2ccccc2)CC1	10.1	-2.2	8.2	9.6	4.3	-1.3	2.8	-2.7	-1.0	0.4
Cc1ccc(S(=O)(=O)CCc2nnc(NC(=O)COc3cccc(C)c3)s2)cc1	-0.9	-2.3	1.4	-7.0	-2.6	2.0	2.0	5.0	0.1	0.3
C=CCN1C(=O)/C(=c2\sc3nc(=O)c(Cc4ccc(OC)c(OC)c4)nn3c2=O)c2ccccc21	12.9	x	2.2	4.3	3.2	-3.6	7.0	5.7	-0.9	-0.7
CCn1c(CCC(=O)Nc2cc(F)ccc2C)nc2cc(S(=O)(=O)N(C)C)ccc21	-0.1	-2.0	-0.1	11.2	-0.8	0.1	0.6	-4.3	-1.0	-0.9
COc1ccc(CNC(=O)C(CCSC)NS(=O)(=O)c2ccccc2F)cc1 (centres undefined)	-1.2	3.1	-3.5	0.0	2.7	1.6	1.7	-5.5	-2.2	-0.1
CSc1nc2nc(-c3cccc(C(F)(F)F)c3)ccn2n1	-2.8	2.5	-8.1	-3.3	-0.9	1.2	-3.0	-6.3	5.9	0.5
O=C(CSc1ccccc1)Nc1nnc(C2CC2)s1	1.0	-4.0	7.9	11.0	-1.5	1.5	-3.0	-5.9	1.1	0.8
O=C(CNC(=O)c1ccc(S(=O)(=O)N2CCCC2)cc1)N/N=C/c1ccc(Cl)cc1	-3.5	-5.7	5.9	-12.9	5.5	-0.5	-2.2	-3.6	-1.3	-1.1
CC(=O)c1ccc(NC(=O)CN2CCC(NC(=O)c3ccccc3C)CC2)cc1	-3.4	-0.2	-1.7	-5.1	6.2	4.6	-5.7	-0.6	3.1	0.4
Cc1ccc(NS(=O)(=O)c2cccc(C(=O)NCCCN3CCOCC3)c2)cc1	0.1	1.2	-5.8	-8.3	1.5	-4.6	-1.3	-0.3	3.2	0.2
Cc1ccsc1-c1nc(-c2ccccc2)c(-c2ccccc2)[nH]1	2.9	3.8	3.2	13.0	-1.4	1.4	11.9	3.5	-0.3	-0.7
CCOC(=O)C1CCCN(Cc2cn(C)nc2-c2ccc3c(c2)OCCO3)C1 (centres undefined)	-0.7	2.2	17.9	-13.8	-1.5	1.9	3.0	-11.7	-0.3	-0.8

# High-throughput results: PubChem, The Scripps Research Institute Molecular Screening Center
